Bioassay records from PubChem.
PI5P4K alpha inh = inhibitors of human PI5P4K alpha | 330,000 compounds, 1.2% hits | max response, % | P48426 | PI5P4Kalpha enzyme, ADP-Glo luminescence, 60 min; hits give low values; active = max response of -50% or lower; inconclusive = between -30% and -50%; inactive = -30% or higher; note: value at the top dose of about 77 µM; % is set by controls: 0 for no effect and ±100 for the full control effect
Target sequence (P48426 whole entry, looked up): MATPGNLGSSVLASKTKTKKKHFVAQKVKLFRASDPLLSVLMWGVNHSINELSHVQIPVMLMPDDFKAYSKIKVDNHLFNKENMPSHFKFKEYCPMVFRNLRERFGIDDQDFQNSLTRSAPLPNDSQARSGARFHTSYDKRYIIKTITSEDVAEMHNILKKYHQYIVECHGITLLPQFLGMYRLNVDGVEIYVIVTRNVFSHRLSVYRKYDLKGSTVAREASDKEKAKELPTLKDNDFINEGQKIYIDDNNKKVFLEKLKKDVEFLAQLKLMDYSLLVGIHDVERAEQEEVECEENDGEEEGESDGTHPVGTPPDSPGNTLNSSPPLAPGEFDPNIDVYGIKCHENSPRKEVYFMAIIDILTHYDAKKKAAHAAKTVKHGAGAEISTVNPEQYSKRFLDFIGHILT
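Controls without substrate or without enzyme flank wells where PI5P4Kalpha converts substrate using 5 microM ATP (final). Incubation lasts 60 minutes at room temperature; ADP formed is read by ADP-Glo luminescence.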
CCT chaperon mod = cytosolic chaperonin activity modulation; purified chaperonin ATPase assay, HTRF ADP detection, 30 min; activity change, % (concentration not given with the values), hits read low; 360,000 compounds, 0.3% hits; AID 651819; in the data active = activity change below about -30%; note: % is set by controls: 0 for no effect and ±100 for the full control effect
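Nucleotide hydrolysis assay: TRiC at 20–40 nM final (set by batch activity) with 10 uM ATP, 30 min at 37 °C, in presence of 76 uM compound. Detection by competitive ADP HTRF, 30 min ambient.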
Mm-Cpn inhibitor = blocks the Methanococcus maripaludis chaperonin Mm-Cpn; purified Mm-Cpn ATPase, ADP Transcreener TR-FRET; Potency, µM (top dose mostly 76.9 µM), inactives show at the top dose activity, negative = inhibition, actives largely listed as inhibitors; 330,000 compounds, 0.031% hits; AID 504842; note: potency is the fitted concentration of half-maximal effect; % is set by controls: 0 for no effect and ±100 for the full control effect; nearly all actives have a fitted effect of over 80% in size
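Measured: ADP formation by purified Mm-CPN. Conditions: 25 nM protein, 10 uM ATP, Tris pH 7.4 with Mg2+, K+ and DTT, 37°C for 30 min. Detection: Transcreener HTRF after 30 min at room temperature.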
EPAC1 agonist = activates human EPAC1 exchange factor; EPAC1 agonist qHTS, biochemical assay; response scale: 100% = response to 6.5 mM cAMP; Potency, µM (series often up to 154 µM), inactives show top-dose activation, most hits filed as activators; 360,000 compounds, 0.073% hits; AID 720707; note: potency is the fitted concentration of half-maximal effect; nearly all actives have a fitted effect of over 60% in size
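Nucleotide exchange by EPAC1 (100 nM) on Rap1B–BODIPY-GDP (250 nM) in the presence of 50 uM GDP is tracked fluorescently at 480/540 nm over 30 min. Signals are normalized to a 6.5 mM cAMP control.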
EPAC1 antag = EPAC1 (human) antagonism. O95398. EPAC1 GEF assay, Rap1b-BODIPY-GDP exchange fluorescence. Potency, µM (doses to about 115 µM), inactives show at the top dose activity change, negative = inhibition, hits mostly inhibitors. 360,000 compounds, 0.14% hits. AID 720709;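 note: potency is the fitted concentration of half-maximal effect; plate controls were vehicle for no effect and positive control for full effect; nearly all actives have a fitted effect of over 50% in size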
EPAC2 antagonist = EPAC2 (human) antagonism. Potency, µM (top dose mostly 114 µM), for the others: top-dose activity, negative = inhibition, actives largely listed as inhibitors. 360,000 compounds, 0.18% hits. Q8WZA2. AID 720708. EPAC2 GEF exchange of Rap1B-BODIPY-GDP, fluorescence; note: potency is the fitted concentration of half-maximal effect; % is set by controls: 0 for no effect and ±100 for the full control effect; nearly all actives have a fitted effect of over 45% in size; many of its hits are not listed in these tables
PLK1 PBD inh = blocks phosphopeptide binding to human PLK1 polo-box domain; P53350; Plk1 PBD binding of FITC phosphopeptide, fluorescence polarization; Potency, µM, for the others: max response, negative = inhibition, most hits filed as inhibitors; 360,000 compounds, 2.8% hits; AID 720504; note: potency is the fitted concentration of half-maximal effect; series mostly up to about 57 µM; % is set by controls: 0 for no effect and ±100 for the full control effect; nearly all actives have a fitted effect of over 65% in size
Target sequence (P53350 whole entry, looked up, the tested form may be a part): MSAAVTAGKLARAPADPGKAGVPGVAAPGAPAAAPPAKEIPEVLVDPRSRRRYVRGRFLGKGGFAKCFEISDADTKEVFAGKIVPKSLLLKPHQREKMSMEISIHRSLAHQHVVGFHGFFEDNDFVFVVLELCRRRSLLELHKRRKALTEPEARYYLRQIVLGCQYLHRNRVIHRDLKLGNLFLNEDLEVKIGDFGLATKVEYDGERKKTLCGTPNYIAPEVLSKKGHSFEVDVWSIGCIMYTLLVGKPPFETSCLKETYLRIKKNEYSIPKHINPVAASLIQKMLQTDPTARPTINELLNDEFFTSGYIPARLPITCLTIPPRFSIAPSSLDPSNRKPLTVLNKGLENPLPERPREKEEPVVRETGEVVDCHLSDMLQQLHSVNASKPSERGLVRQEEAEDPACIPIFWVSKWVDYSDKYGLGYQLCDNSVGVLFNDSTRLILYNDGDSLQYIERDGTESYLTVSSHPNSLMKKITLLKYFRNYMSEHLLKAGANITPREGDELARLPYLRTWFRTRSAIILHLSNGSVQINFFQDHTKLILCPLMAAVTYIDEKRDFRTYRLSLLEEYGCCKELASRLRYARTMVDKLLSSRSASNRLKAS
WRN helicase inh = blocks human WRN helicase | AID 651768 | WRN helicase unwinding, fluorescent forked duplex, kinetic | 360,000 compounds, 0.46% hits | Potency, µM (titrated, usually from 114 µM), inactives show top-dose activity change, negative = inhibition, usual class: inhibitors | Q14191; note: potency is the fitted concentration of half-maximal effect; % is set by controls: 0 for no effect and ±100 for the full control effect; nearly all actives have a fitted effect of over 55% in size
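Enzyme (20 nM final) and test compound sit together 15 min at room temperature before substrate addition. Substrate is a single-forked duplex oligonucleotide (100 nM) labelled with fluorophore and quencher, with 2 mM ATP; helicase unwinding raises red fluorescence, read kinetically.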
* = called active by the depositor; ? = inconclusive; . = no result given; [ ] = dose if it differs, or a comment. Unless noted, calls come from the whole dose curve; as a rule, active = well fitted curve in the direction sought with a large enough effect; inconclusive = small, poorly fitted or top-dose-only effect, or another doubt; inactive = no such curve, though single readings can be large; an effect the other way counts as inactive or inconclusive.

cpd	SMILES	PI5P4K alpha inh	CCT chaperon mod	Mm-Cpn inhibitor	EPAC1 agonist	EPAC1 antag	EPAC2 antagonist	PLK1 PBD inh	WRN helicase inh
1	CS(=O)(=O)c1ccc2nc(NC(=O)CN3C(=O)NC4(CCCC4)C3=O)sc2c1	-13	-3.7	1%	4%	-8%	-5%	-5%	-36%
2	Cn1cc(CCNC(=O)CC2C(=O)NCCN2CC(c2ccccc2)c2ccccc2)cn1 (centres undefined)	0	0.5	0%	12%	1%	-12%	-19%	-4%
3	CCC(C)[C@H](NC(=O)C1CC(=O)N(c2ccc3c(c2)OCCO3)C1)C(=O)N1CCCCC1 (some centres undefined)	1	0.9	3%	13%	-15%	-7%	-7%	0%
4	COc1cc(C2Nc3ccccc3C(=O)N2c2ccccc2)ccc1O (centres undefined)	0	-0.4	0%	-7%	0%	-24%	2%	8%
5	O=C(Nc1ccc2nc(-c3ccccc3)[nH]c2c1)c1ccco1	1	-5.2	0%	2%	-6%	1%	-12%	-21%
6	O=C(O)c1ccccc1CSc1nnc2c(n1)[nH]c1ccccc12	?	-1.8	6%	0%	-12%	-6%	?	-36%
7	CC(C)C[C@H](NC(=O)c1nc[nH]c1C(=O)NCCCCCNC(=O)OC(C)(C)C)C(=O)OC(C)(C)C	13	-0.5	.	-29%	-28%	-8%	-10%	-9%
8	Cc1cccnc1NC(=O)CCCc1c[nH]c2ccccc12	-2	-0.4	1%	-10%	-4%	6%	4%	-9%
9	CC1=C(C(=O)N2CCCCCC2)C2(CCC(C)CC2)OC1=O (centres undefined)	1	1.2	0%	9%	-6%	-10%	-9%	-1%
10	COc1ccc(N=Cc2sc(O)c3ccccc23)cc1	75	1.4	-27%	?	-29%	36%[activator]	-5%	?
11	CCCCCN(C(=O)CCC(=O)OCc1cc(C(C)=O)ccc1OC)c1c(N)n(CCCC)c(=O)[nH]c1=O	7	-1.7	-2%	-9%	5%	9%	-8%	-1%
12	CCN1C(=O)[C@H]2[C@@H](c3ccc(C)cc3)N[C@]3(CCCN(Cc4ccc(OC)cc4)C3=O)[C@H]2C1=O	-6	-0.1	.	6%	4%	4%	-15%	-5%
13	O=C(OCc1ccco1)c1ccc(S(=O)(=O)N2CCCCC2)cc1	-52*	-0.2	0%	12%	-26%	-1%	-27%	?
14	N#C/C(=C\c1cc2c(cc1Br)OCO2)C(=O)NCC1CCCO1 (centres undefined)	1	-0.2	3%	6%	5%	1%	-9%	-5%
15	COc1cccc(S(=O)(=O)N(C)C[C@@H]2Oc3cc(C#CCN(C)C)ccc3S(=O)(=O)N([C@H](C)CO)C[C@@H]2C)c1	2	-0.6	.	-10%	0%	0%	6%	2%
16	Cc1noc(C)c1C(=O)NCC(=O)Nc1ccccc1Br	3	-0.8	0%	6%	-15%	9%	-15%	5%
17	Cc1ccnc(NS(=O)(=O)c2ccc(NC(=O)Cc3cccs3)cc2)n1	-83*	0.9	0%	2%	-14%	-2%[57.1 µM]	?	40µM*
18	Cc1ccc(C(=O)C[n+]2cccc3cc(C)ccc32)cc1	2	-1.8	-1%	-3%	?	9%	-23%	-5%
19	O=C(N/N=C\CCc1ccccc1)c1ccco1	-2	-0.2	1%	10%	-9%	-2%	15µM*	-2%
20	C=CCN(c1ccccc1)S(=O)(=O)c1cccc(C(=O)NCC(c2ccc(OC)cc2)N2CCCCC2)c1 (centres undefined)	4	-0.8	-2%	3%	-11%	-20%	-6%	-7%
21	COc1ccc(CCN(C)C/C=C/c2ccccc2)cc1OC	1	0.9	1%	12%	12%	-2%	-1%	0%
22	C/C(=N\NC(=O)c1ccc2c(c1)OCO2)c1ccc(C(=O)O)s1	-4	1.0	0%	-5%	6%	28%	-5%	-3%
23	O=C(CSC1=NC2(CCCCC2)N=C1c1ccccc1)Nc1ccc2c(c1)OCCO2	-3	-2.5	-1%	16%	-29%	-17%	?	4%
24	O=C(COC(=O)c1ccc(Cl)cc1O)Nc1cccnc1Cl	4	3.6	-12%	10%	-3%	-5%	-13%	-15%[57.1 µM]

8 entries from above, arranged by SMILES length, low to high:
cpd	SMILES	PI5P4K alpha inh	CCT chaperon mod	Mm-Cpn inhibitor	EPAC1 agonist	EPAC1 antag	EPAC2 antagonist	PLK1 PBD inh	WRN helicase inh
19	O=C(N/N=C\CCc1ccccc1)c1ccco1	-2	-0.2	1%	10%	-9%	-2%	15µM*	-2%
16	Cc1noc(C)c1C(=O)NCC(=O)Nc1ccccc1Br	3	-0.8	0%	6%	-15%	9%	-15%	5%
14	N#C/C(=C\c1cc2c(cc1Br)OCO2)C(=O)NCC1CCCO1 (centres undefined)	1	-0.2	3%	6%	5%	1%	-9%	-5%
22	C/C(=N\NC(=O)c1ccc2c(c1)OCO2)c1ccc(C(=O)O)s1	-4	1.0	0%	-5%	6%	28%	-5%	-3%
17	Cc1ccnc(NS(=O)(=O)c2ccc(NC(=O)Cc3cccs3)cc2)n1	-83*	0.9	0%	2%	-14%	-2%[57.1 µM]	?	40µM*
23	O=C(CSC1=NC2(CCCCC2)N=C1c1ccccc1)Nc1ccc2c(c1)OCCO2	-3	-2.5	-1%	16%	-29%	-17%	?	4%
20	C=CCN(c1ccccc1)S(=O)(=O)c1cccc(C(=O)NCC(c2ccc(OC)cc2)N2CCCCC2)c1 (centres undefined)	4	-0.8	-2%	3%	-11%	-20%	-6%	-7%
15	COc1cccc(S(=O)(=O)N(C)C[C@@H]2Oc3cc(C#CCN(C)C)ccc3S(=O)(=O)N([C@H](C)CO)C[C@@H]2C)c1	2	-0.6	.	-10%	0%	0%	6%	2%

Later entries
Each structure is followed by: PI5P4K alpha inh | CCT chaperon mod | Mm-Cpn inhibitor | EPAC1 agonist | EPAC1 antag | EPAC2 antagonist | PLK1 PBD inh | WRN helicase inh
(25) COc1cccc(C(=O)Cn2c(=O)n(CC3CCCO3)c(=O)c3ccccc32)c1 (centres undefined)
 : -3 | -2.2 | -4% | 9% | 7% | 14% | -2% | -21%
(26) CC(C)(C)C(=O)NNC(=O)c1cc2sccc2s1
 : 1 | 1.2 | -6% | 2% | 0% | 6% | -3% | -2%
(27) CCCNC(=O)c1ccccc1NC(=O)C1=CSCCO1
 : -3 | 0.5 | 4% | 4% | 1% | 10% | -6% | 0%
(28) COc1cc(NC(=S)NCCO)c(OC)cc1Cl
 : -4 | -1.6 | 4% | 2% | 4% | 6% | ? | -6%
(29) COc1ccc(-n2ncc3c(=O)n(CC(=O)Nc4ccc(S(=O)(=O)N5CCOCC5)cc4)cnc32)cc1
 : 0 | -9.2 | 0% | -9% | -20% | 12% | 3% | -9%
(30) CC(=O)c1sc(NC(=O)c2ccc(F)cc2)nc1-c1ccccc1
 : 0 | -1.1 | -10% | 0% | -13% | 3% | 0% | 5%
(31) CCN(CC)C(=O)C1=C(C)N(Cc2ccccc2)C(=O)C(CC(=O)NCCCCc2ccccc2)C1 (centres undefined)
 : -4 | 0.4 | . | -6% | -9% | -8% | -4% | -1%
(32) C=CCNC(=S)N1CCN(c2cccc(C(F)(F)F)c2)CC1
 : -3 | -2.3 | 1% | -6% | -5% | -2% | 4% | -6%
(33) CC(C)C(OC(=O)c1nsc(Cl)c1Cl)C(=O)NC1CCCCC1 (centres undefined)
 : 7 | 0.3 | 0% | 3% | -2% | 3% | -5% | 4%
(34) COc1ccc(C2NC3=C(CCC3)C3(C#N)C4(N=C(N)C23C#N)OCCO4)cc1 (centres undefined)
 : 3 | 1.7 | -1% | 11% | -6% | 9% | -7% | 0%
(35) Cc1cc(C)c(NC(=O)COC(=O)CCn2c(C)csc2=O)c(C)c1
 : 5 | 2.7 | 2% | -6% | 0% | 22% | -2% | -3%
(36) CC(=O)Nc1ccccc1NC(=O)C/C(C)=N/NC(=O)c1ccncc1
 : -2 | 0.0 | 1% | 0% | -2% | 6% | -14% | 0%
(37) Cc1ccc(NC(=O)Cn2cnc3c(NCc4ccccc4)ncnc32)cc1C
 : -1 | -0.3 | -2% | -3% | -1% | 9% | -3% | 1%
(38) O=C(c1cccc2ccccc12)C1CCCN(C(=O)CCN2CCCO2)C1 (centres undefined)
 : 7 | 0.7 | -2%[15.4 µM] | 13% | -11% | -8% | -11% | 6%
(39) Cc1cc(C(=O)COC(=O)C2=COCCO2)c(C)n1-c1ccccc1
 : 0 | -2.1 | -3% | -3% | 1% | 6% | 2% | 5%
(40) COc1ccc(-c2noc(CN(C)C(=O)Nc3ccccc3)n2)cc1
 : 1 | -0.8 | -4% | 5% | -4% | 3%[57.1 µM] | -5% | 7%
(41) O=C(CCc1nc2ccccc2c(=O)[nH]1)Nc1ccc(Cl)c(Cl)c1
 : ? | -15 | -11% | 0% | 6% | 4% | -15% | -13%
(42) Cc1ccccc1C(=O)c1ccc2c(c1)n(C)c(=O)n2C
 : . | 1.6 | -1% | -3% | 7% | 6% | 1% | 0%
(43) COC(=O)C1=C(O)CSC1=Nc1cccc(C(F)(F)F)c1
 : . | -2.2 | -3% | 5% | -1% | 0% | -16% | 6%
(44) COc1ccc2c(c1)nc(-c1cccc(Br)c1)c(=O)n2C(c1ccccn1)c1nc2ccccc2[nH]1 (centres undefined)
 : 1 | -1.4 | . | 0% | -29% | -29% | -13% | -4%
(45) CC(C)NC(=O)c1cc2ccccc2o1
 : -5 | -2.9 | 1% | 7% | -15% | -4% | -9% | 6%
(46) Nc1[nH]c(C(=O)c2ccccc2)c(-c2ccc(Br)cc2)c1C(=O)c1ccc(Br)cc1
 : 1 | -1.3 | . | -1% | -3% | 8% | -22% | 0%
(47) Cc1csc(NC(=O)CSc2nccn2Cc2ccco2)n1
 : -1 | -0.6 | ? | 2% | ? | ? | -22% | 3%
(48) CCOc1ccc(NC(=O)CSc2nnc(COc3c(C)cccc3C)o2)cc1
 : -4 | -0.1 | -1% | -1% | -15% | -6% | -8% | 0%
(49) O=C(NCc1cccnc1)C1CCCN(Cc2cnn(-c3ccccc3)c2-n2cccc2)C1 (centres undefined)
 : 9 | -3.0 | 1% | 18% | -8% | -2% | -6% | -1%
(50) Cc1cc(C(O)c2ncc(-c3ccccc3F)[nH]2)ccc1F (centres undefined)
 : 1 | 1.4 | . | -3% | -9% | -14% | 0% | -6%
(51) CCn1c(SCC(=O)NC2CCCCC2)nc2c(c1=O)SC(C)C2 (centres undefined)
 : 7 | -0.2 | -3% | -3% | -15% | -3% | -9% | -30%

Some of the compounds tested (hit frequency here may not be typical).
